EBV LMP1 NFkB: EBV LMP1-driven NF-kappaB luciferase reporter inhibitors, primary screen, cell-based, luminescence, single point; LMP1-induced NF-kappaB luciferase reporter cells; inhibition, % at 12.5 µM; actives 0.69% (n = 350,000); AID 504558, 2011; in the data active = inhibition above about 41%;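 note: 0% = neutral control wells and 100% = reference inhibitor control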
TLR9-MyD88 block: inhibitors of TLR9-MyD88 association in cells, primary screen, cell-based, CHO, BLA complementation, fluorescence; CCF4 FRET ratio; inhibition, % at 4.98 µM; actives 0.21% (n = 340,000); AID 504734, 2011;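 active = inhibition above the mean over all tested compounds plus 3 SD, cut at about 21% in these data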;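 note: 0% = DMSO only wells and 100% = clavulanate BLA inhibitor control wells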
NCOA2 inhibitor: inhibition of GAL4-SRC2 driven luciferase reporter, primary screen, SRC2 inhibitor project, cell-based, luminescence; actives 0.17% (n = 370,000); HEK293 GAL4-SRC2 luciferase reporter; Nuclear receptor coactivator 2 (Homo sapiens), Q15596; inhibition, % at 9 µM;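 active = inhibition above the mean inhibition of all tested compounds plus 3 SD, set per campaign, cut at about 52% in these data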;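 note: 0% = DMSO treated cells and 100% = cells given Gossypol at 36 µM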
C8 TRAIL sens: viability loss with TRAIL in NB7+C8 cells, primary screen, TRAIL sensitizer project, cell-based, ATPlite luminescence | inhibition (viability loss, TRAIL sensitization), % at 10 µM | actives 1% (n = 360,000);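 active = compounds causing at least 50% loss of cell viability in the single-dose screen, relative to plate controls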
COUP-TFII inh: NR2F2 transcriptional activity inhibitors, primary screen, cell-based, luciferase reporter, HEK293T, luminescence. COUP transcription factor 2 (Homo sapiens), P24468. HEK293T NGFI-A luciferase reporter. inhibition, % at 8.6 µM. actives 0.7% (n = 370,000);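 active = inhibition above a per-plate cutoff, mean inhibition of test wells between control levels plus 3 SD, cut at about 38% in these data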;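 note: cells cotransfected with COUP-TFII expression vector driving the NGFI-A reporter; 0% = median of COUP-TF2 test wells and 100% = reporter-only cells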
NOD2-RIPK2 inh: NOD2-RIPK2 binding disruptors in cells, primary screen, fluorescence, CHO cells, BLA complementation; actives 0.38% (n = 360,000); AID 624267, 2012; inhibition, % at 4.98 µM; CCF4 ratio; in the data active = inhibition above about 21%;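 note: 0% = vehicle only and 100% = reference blocker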
Target sequence (O43353 whole entry, looked up): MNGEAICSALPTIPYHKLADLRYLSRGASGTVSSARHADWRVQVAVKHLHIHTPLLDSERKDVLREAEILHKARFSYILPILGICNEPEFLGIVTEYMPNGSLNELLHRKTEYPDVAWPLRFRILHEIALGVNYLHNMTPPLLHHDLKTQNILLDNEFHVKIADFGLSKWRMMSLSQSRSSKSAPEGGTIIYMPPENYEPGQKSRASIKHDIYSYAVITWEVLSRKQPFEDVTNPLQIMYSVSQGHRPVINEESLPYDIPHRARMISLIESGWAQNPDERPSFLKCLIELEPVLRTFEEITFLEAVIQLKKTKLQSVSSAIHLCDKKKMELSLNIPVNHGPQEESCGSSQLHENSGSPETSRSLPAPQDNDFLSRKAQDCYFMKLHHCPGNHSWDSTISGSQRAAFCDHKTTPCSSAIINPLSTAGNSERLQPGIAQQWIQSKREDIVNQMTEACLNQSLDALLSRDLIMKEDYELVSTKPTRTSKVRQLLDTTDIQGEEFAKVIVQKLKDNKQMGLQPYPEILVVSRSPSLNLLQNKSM
SRC3 inh: SRC3 coactivator transcriptional activity inhibitors, primary screen, cell-based, luminescence; inhibition, % at 3.6 µM; AID 588352, 2011; Nuclear receptor coactivator 3 (Homo sapiens), Q9Y6Q9; HEK293 GAL4-SRC3 luciferase reporter; actives 0.17% (n = 360,000);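 active = inhibition above a per-campaign cutoff, the mean of all compounds plus 3 SD, cut at about 60% in these data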;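 note: 0% = DMSO-treated cells and 100% = gossypol-treated cells at 36 µM; higher means less SRC3-driven luciferase light from the GAL4 reporter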
Vif imaging: HIV Vif self-association inhibitors, primary screen, imaging, HEK293T, single point. HEK293T cells, Vif self-association by quenched fluorescence, 24 h. inhibition, % at 7.49 µM. actives 0.35% (n = 340,000). AID 602346, 2012; in the data active = inhibition above about 50%, passing the limit was not always enough; note: some results filed as inactive read as strong as hits
NCOA1 inh: SRC1 coactivator transcriptional activity inhibitors, primary screen, cell-based, luminescence; actives 0.12% (n = 360,000); Nuclear receptor coactivator 1 (Homo sapiens), Q15788; inhibition, % at 3.6 µM; AID 588354, 2011; HEK293 GAL4-SRC1 luciferase reporter;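 active = inhibition above the campaign mean plus 3 SD, with each screening campaign given its own cutoff, cut at about 60% in these data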;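 note: 0% = DMSO treated cells and 100% = gossypol at 36 µM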
NR5A2 inv ag: LRH-1 (NR5A2) inverse agonists, primary screen, cell-based, luminescence, HEK293T, StAR-luciferase reporter; inhibition, % at 3.6 µM; LRH-1 transfected, 24 h; Nuclear receptor subfamily 5 group A member 2 (Homo sapiens), O00482; actives 0.13% (n = 360,000);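 active = inhibition above the mean inhibition of all tested compounds plus 3 SD, cut at about 73% in these data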;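 note: 0% = DMSO wells and 100% = reporter-only cells lacking LRH-1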
Target sequence (O00482 whole entry, looked up): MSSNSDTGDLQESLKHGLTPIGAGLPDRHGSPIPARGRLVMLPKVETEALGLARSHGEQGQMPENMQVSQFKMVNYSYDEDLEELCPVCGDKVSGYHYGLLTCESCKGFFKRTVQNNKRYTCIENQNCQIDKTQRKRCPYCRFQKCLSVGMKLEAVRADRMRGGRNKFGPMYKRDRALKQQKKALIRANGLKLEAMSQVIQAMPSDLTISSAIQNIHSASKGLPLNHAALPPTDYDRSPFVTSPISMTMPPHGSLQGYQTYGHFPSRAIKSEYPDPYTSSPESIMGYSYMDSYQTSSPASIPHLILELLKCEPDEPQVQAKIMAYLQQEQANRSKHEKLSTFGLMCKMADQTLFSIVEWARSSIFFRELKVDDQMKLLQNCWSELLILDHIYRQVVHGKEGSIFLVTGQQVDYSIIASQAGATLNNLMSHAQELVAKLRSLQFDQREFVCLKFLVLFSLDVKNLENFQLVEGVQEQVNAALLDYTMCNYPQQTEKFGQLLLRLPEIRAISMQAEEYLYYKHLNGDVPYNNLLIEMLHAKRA
TROY NFkB inh: inhibitors of TROY-driven NF-kB signaling, primary screen, Q293 LMP1-TROYcd cells, NF-kB luciferase, uHTS | AID 1347056, 2019 | inhibition, % at 10 µM | actives 0.98% (n = 360,000) | Q293 LMP1-TROYcd NF-kB luciferase reporter, 4 h;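 active = compounds whose plate-normalised and pattern-corrected inhibition of the luciferase reporter signal at the single screening dose is 50% or more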
The depositor's hits bear a star; / = not tested or not shown. An excerpt, so the mix of outcomes need not match the whole.

1: Cc1nn(C)c(Cl)c1CN1CCN(CCC(C)C)C(CCO)C1 (centres undefined)
2: O=C(CCCN1C(=O)c2ccccc2C1=O)NCCCN1CCOCC1
3: CCOc1ccc(CCNC(=O)COC(=O)c2ccc(Cl)nc2)cc1OCC
4: CC(C(=O)N1CCCC1)c1ccc([N+](=O)[O-])cc1 (centres undefined)
5: O=C(CCc1ccccc1)Nc1ncc2c(n1)CCCC2=O
6: Cc1cc(C)n2cc(-c3ccc(Cl)cc3)c(C(=O)O)c2n1
7: CCOC(=O)c1cnc(N2CCN(C(=O)OCC)CC2)[nH]c1=O
8: Cc1ccc(CN(C)C(=O)COC(=O)CSc2ccc([N+](=O)[O-])cc2)cc1
Compound | 1 | 2 | 3 | 4 | 5 | 6 | 7 | 8
EBV LMP1 NFkB | -2 | -1 | 21 | -3 | 3 | -27 | -1 | 7
TLR9-MyD88 block | -9 | 7 | 3 | 5 | 1 | 3 | 8 | 6
NCOA2 inhibitor | -32 | -2 | 13 | -37 | 2 | -39 | 13 | -5
C8 TRAIL sens | 8 | -3 | -1 | -10 | 3 | 40 | -5 | 4
COUP-TFII inh | -5 | -8 | 14 | 11 | -7 | -43 | 7 | 1
NOD2-RIPK2 inh | 2 | -1 | -4 | -7 | -5 | -3 | 5 | 6
SRC3 inh | 18 | 12 | 19 | 16 | -17 | -47 | -1 | 4
Vif imaging | -2 | 1 | 10 | 8 | 3 | 1 | 24 | 1
NCOA1 inh | -5 | 1 | 5 | 7 | 2 | -58 | -24 | -7
NR5A2 inv ag | -3 | -5 | 8 | 4 | -7 | -54 | -4 | 15
TROY NFkB inh | 2 | -13 | -3 | -16 | 11 | -50 | -14 | -14

9: COc1ccc(CCNC(=O)C(=O)NCc2ccccc2)cc1OC
10: O=C(CN1C(=O)COc2ccccc21)N1CCOCC1
11: COc1ccc(C2C(C(N)=O)=C(C)Nc3nc(-c4ccccc4OC)nn32)cc1OC (centres undefined)
12: CC(C)NC(=O)C1CCN(C(=O)C(C(=O)c2ccccc2)n2cc(Cl)ccc2=O)CC1 (centres undefined)
13: CCC(C)[C@H](NC(=O)[C@@H]1CSC2c3ccccc3C(=O)N21)C(=O)NCc1ccco1 (some centres undefined)
14: Cc1sc(NC(=O)CN(CCc2ccccc2)C(=O)C2CC2)c(C(N)=O)c1C
15: C=CCNC(=O)C(=O)N/N=C/c1cccc(Br)c1
16: CCOCCn1c(SCCc2ccccc2)nc2c1c(=O)[nH]c(=O)n2C
Compound | 9 | 10 | 11 | 12 | 13 | 14 | 15 | 16
EBV LMP1 NFkB | -8 | 8 | 7 | 3 | 0 | -7 | -8 | 2
TLR9-MyD88 block | 4 | 1 | -7 | 11 | 7 | -9 | -12 | 6
NCOA2 inhibitor | 3 | 1 | 0 | 19 | -24 | 0 | 5 | -21
C8 TRAIL sens | 18 | -8 | -29 | 11 | -1 | -1 | 4 | -7
COUP-TFII inh | 10 | -1 | 2 | 6 | 2 | 35 | -6 | 14
NOD2-RIPK2 inh | -7 | 4 | -4 | -3 | -11 | 1 | -4 | 3
SRC3 inh | -8 | -8 | -8 | 12 | 0 | 1 | 5 | -9
Vif imaging | -48 | -4 | 3 | -2 | -3 | 4 | 7 | 9
NCOA1 inh | -15 | 18 | 2 | -7 | 5 | 0 | -6 | -8
NR5A2 inv ag | -8 | -14 | 6 | 1 | -2 | 1 | -8 | 9
TROY NFkB inh | -8 | 10 | 11 | -12 | 13 | 9 | 9 | -8

17: C=CCn1c(SCC(=O)c2c(N)n(C)c(=O)n(C)c2=O)nc2sc(CC)cc2c1=O
18: CCCN1CCN(C(=O)c2cc(COc3ccc(F)c(F)c3)on2)CC1
19: O=C(O)c1cccc([N+](=O)[O-])c1C(=O)Nc1ccc2ccccc2c1
20: CCCCCCCSc1nnc(-c2ccccc2N)c(=O)[nH]1
21: O=C(O)CC1SC(=Nc2ccc(O)cc2)NC1=O (centres undefined)
22: COc1ccc(-c2[nH]ncc2CN2CCCCCCC2)c(OC)c1
23: CC1(C)Cc2cccc(OCC(=O)Nc3ccccc3C(F)(F)F)c2O1
24: NS(=O)(=O)c1cccc(NC(=O)COC(=O)C2CCN(S(=O)(=O)c3cccs3)CC2)c1
Compound | 17 | 18 | 19 | 20 | 21 | 22 | 23 | 24
EBV LMP1 NFkB | 6 | -4 | -4 | 1 | -8 | 1 | -10 | 0
TLR9-MyD88 block | -5 | -1 | 6 | -7 | 7 | -8 | -16 | 5
NCOA2 inhibitor | 9 | -53 | -70 | -5 | 10 | -8 | -19 | 4
C8 TRAIL sens | -4 | 21 | -6 | -4 | 1 | 6 | -20 | 3
COUP-TFII inh | 4 | -19 | -2 | -10 | 4 | 5 | -12 | 1
NOD2-RIPK2 inh | -10 | 3 | -4 | -9 | 4 | -5 | -16 | -3
SRC3 inh | -12 | -13 | -21 | 11 | 5 | 2 | -15 | 9
Vif imaging | 6 | -9 | 0 | 11 | -1 | -7 | 16 | -2
NCOA1 inh | -11 | -14 | -23 | 3 | -22 | 8 | 2 | 6
NR5A2 inv ag | -17 | -42 | -40 | 5 | 2 | -4 | -11 | 10
TROY NFkB inh | 2 | -35 | 43 | 13 | -11 | 16 | -9 | 15

25: O=C(c1cccc(Cl)c1)N1CCn2c1nc1ccccc12
26: CN(CC(=O)Nc1ccc(F)cc1)C(=O)CN1C(=O)NC2(CCCC2)C1=O
27: COc1ccccc1CNC(=O)c1cc(C2CC2)nc2c1cnn2C(C)C
28: CCOc1ccccc1Nc1nnc(SCC(=O)NC2CC2)s1
29: COc1cc(C(=O)OCC(=O)NC2CCS(=O)(=O)C2)ccc1OCc1c(C)noc1C (centres undefined)
30: O=C1/C(=N\S(=O)(=O)c2cccs2)C([n+]2ccccc2)=C([O-])c2ccccc21
31: C=CCN(c1ccccc1C(=O)NCC(=O)O)S(=O)(=O)c1ccc(C)cc1
32: CCC(CC)C(=O)N1CCN(c2ccccc2)CC1
Compound | 25 | 26 | 27 | 28 | 29 | 30 | 31 | 32
EBV LMP1 NFkB | 3 | -16 | -8 | 10 | 2 | 27 | 2 | -6
TLR9-MyD88 block | -3 | -2 | -4 | 1 | -2 | -2 | 6 | 6
NCOA2 inhibitor | 2 | -11 | 25 | -14 | -8 | -9 | -33 | 29
C8 TRAIL sens | 19 | 4 | 17 | 4 | -4 | 43 | 11 | -2
COUP-TFII inh | 6 | 2 | 4 | -10 | -8 | 21 | 10 | 13
NOD2-RIPK2 inh | -1 | -15 | -8 | -8 | -5 | -18 | -2 | 7
SRC3 inh | 14 | 6 | -20 | 6 | 3 | 27 | 23 | -3
Vif imaging | -4 | 0 | -41 | -4 | 10 | 7 | -5 | -24
NCOA1 inh | -3 | -7 | 1 | -20 | 2 | 25 | 9 | 1
NR5A2 inv ag | -8 | 7 | -5 | 2 | 13 | 31 | 6 | -10
TROY NFkB inh | 2 | -18 | 1 | -25 | 2 | 83* | 2 | -9

Reformatted: entries from further up.
cpd	SMILES	EBV LMP1 NFkB	TLR9-MyD88 block	NCOA2 inhibitor	C8 TRAIL sens	COUP-TFII inh	NOD2-RIPK2 inh	SRC3 inh	Vif imaging	NCOA1 inh	NR5A2 inv ag	TROY NFkB inh
7	CCOC(=O)c1cnc(N2CCN(C(=O)OCC)CC2)[nH]c1=O	-1	8	13	-5	7	5	-1	24	-24	-4	-14
8	Cc1ccc(CN(C)C(=O)COC(=O)CSc2ccc([N+](=O)[O-])cc2)cc1	7	6	-5	4	1	6	4	1	-7	15	-14
9	COc1ccc(CCNC(=O)C(=O)NCc2ccccc2)cc1OC	-8	4	3	18	10	-7	-8	-48	-15	-8	-8
10	O=C(CN1C(=O)COc2ccccc21)N1CCOCC1	8	1	1	-8	-1	4	-8	-4	18	-14	10
11	COc1ccc(C2C(C(N)=O)=C(C)Nc3nc(-c4ccccc4OC)nn32)cc1OC (centres undefined)	7	-7	0	-29	2	-4	-8	3	2	6	11
12	CC(C)NC(=O)C1CCN(C(=O)C(C(=O)c2ccccc2)n2cc(Cl)ccc2=O)CC1 (centres undefined)	3	11	19	11	6	-3	12	-2	-7	1	-12

Additional results:
33: O=C(Nc1ccccc1Cl)C1C2CCCCC21 (centres undefined)
34: Cc1[nH]c2ccccc2c1CCC(N)=O
35: COc1ccc(OC(F)(F)F)cc1CC1(C)C(=O)Nc2cccc(Cl)c21 (centres undefined)
36: Fc1ccccc1-c1nc(N2CCCCC2)c2ccccc2n1
37: CCOC(=O)c1c(NC(=O)C(C)Sc2cn(C)c3ccccc23)sc2c1CCC2 (centres undefined)
38: CN(CCC#N)C(=O)COC(=O)c1ccc2[nH]c3c(c2c1)CCCC3
39: O=C(CNS(=O)(=O)c1ccccc1)N/N=C/c1ccncc1
40: Cc1ccc(CNC(=O)CCCNS(=O)(=O)c2cccc3nonc23)cc1
41: COc1cc(NC(=O)CCN2CCN(C/C=C/c3ccccc3)CC2)cc(OC)c1
42: CC1(C)Oc2ccc(C(=O)N3CCCCC3)cc2N(CC(=O)NCc2ccccc2)C1=O
43: Cc1[nH]c(C)c(S(=O)(=O)NCc2ccc(F)cc2)c1C(=O)N1CCCCC1
Compound | 33 | 34 | 35 | 36 | 37 | 38 | 39 | 40 | 41 | 42 | 43
EBV LMP1 NFkB | -16 | -7 | / | -1 | -4 | -17 | -5 | 8 | 3 | -44 | 5
TLR9-MyD88 block | 3 | -1 | / | 4 | 9 | / | -11 | -5 | 7 | 5 | -2
NCOA2 inhibitor | -7 | -5 | 2 | 18 | -10 | -9 | 5 | -1 | 10 | -4 | -5
C8 TRAIL sens | -8 | -1 | 0 | -3 | -3 | -1 | -5 | -11 | -4 | -6 | -2
COUP-TFII inh | -26 | 3 | 13 | -1 | -6 | -11 | -1 | -2 | 20 | -2 | 10
NOD2-RIPK2 inh | 6 | -1 | -4 | -7 | -1 | 1 | -1 | -15 | 3 | -1 | 10
SRC3 inh | -2 | 14 | -14 | 20 | -11 | -79 | -63 | 19 | 8 | 17 | -8
Vif imaging | -4 | -4 | -11 | -7 | -6 | 3 | -1 | 15 | -6 | 11 | 4
NCOA1 inh | 7 | 8 | 2 | -30 | -14 | -42 | 4 | -9 | -7 | -2 | -1
NR5A2 inv ag | -10 | 9 | -6 | 35 | 17 | -24 | 3 | 12 | 16 | -5 | 11
TROY NFkB inh | -21 | 14 | 1 | -3 | 13 | -16 | 18 | -8 | 11 | -14 | -41

Down the list, quoted from above:
Compounds 35 to 40 in EBV LMP1 NFkB read /, -1, -4, -17, -5, 8

Source: PubChem BioAssay
